LGR2 inh: inhibitors of bursicon-induced Drosophila LGR2 receptor cAMP signaling | HEK293 LGR2, CRE-luciferase, bursicon-stimulated, 4 h | inhibition, % at 9.99 µM | 0.35% of 380,000 active;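 active = drop in luminescence signal, shown as inhibition above about 50% in the replicate tests, limit read from the data, passing the limit was not always enough; inconclusive = probably only some replicates passing the limit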;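 also: agonist challenge used bursicon conditioned medium at about half maximal strength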
EWS-Fli block: EWS/Fli transcriptional activity inhibition. A673 NR0B1-luciferase reporter, viability-normalised. inhibition, % at 12.6 µM. 0.67% of 350,000 active. AID 651661;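 active = mean inhibition of at least 50% after viability correction, with every replicate also passing that limit; inconclusive = mean reaches 50% but only one of two replicates passes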;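 also: firefly luciferase signal divided by Alamar Blue viability fluorescence both relative to DMSO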
SIRT5 inh: sirtuin-5 (human) deacylase inhibition | 1.1% of 330,000 active | Q9NXA8 | Purified SirT5, succinyl-peptide AMC, trypsin-coupled fluorescence | inhibition, % at 15 µM; in the data active = inhibition above about 15%; inconclusive = no clear call, values can overlap the other calls
Target sequence (Q9NXA8 whole entry, looked up): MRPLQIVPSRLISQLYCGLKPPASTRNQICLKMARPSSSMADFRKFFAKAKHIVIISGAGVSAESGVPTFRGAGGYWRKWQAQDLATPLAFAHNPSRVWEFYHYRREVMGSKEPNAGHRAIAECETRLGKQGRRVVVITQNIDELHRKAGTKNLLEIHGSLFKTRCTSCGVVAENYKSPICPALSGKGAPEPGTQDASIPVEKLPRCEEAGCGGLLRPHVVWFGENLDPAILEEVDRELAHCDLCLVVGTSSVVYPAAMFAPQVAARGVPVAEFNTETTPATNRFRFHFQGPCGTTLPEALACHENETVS
DENV2 CPE: DENV2-induced cell death inhibition | DENV2-infected cells, cytopathic effect rescue, plate reader | CPE inhibition, % at 9.99 µM | 1.7% of 350,000 active | AID 651640; in the data active = CPE inhibition above about 20%, passing the limit was not always enough; inconclusive = no clear call, values can overlap the other calls; tested in BHK-21 cells;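 also: 0% = median of neutral control wells and 100% = median of positive control wells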
PAX8 inh HTS: lowers PAX8-driven luciferase in RMG-I cells; RMG-I TPO-luciferase reporter, SteadyGlo, 24 h; inhibition, % at 12.6 µM; 1.2% of 360,000 active; AID 652154;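 active = mean replicate inhibition at least 60% with every replicate also reaching 60%; inconclusive = only one of the two criteria is met; inactive = mean below 60% and not all replicates reaching 60%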;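 also: luciferase light reporting Pax8 driven TPO promoter activity; plate controls were median of neutral control wells for no effect and mitoxantrone controls for full effect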
ARNT-TACC3 inh: disrupts binding between human ARNT and TACC3; Q9Y6A5; AlphaScreen His-ARNT PAS-B/GST-TACC3 binding, luminescence; TACC3 fragment carries E629A point mutation; inhibition, % at 9.99 µM; 0.66% of 390,000 active;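 active = mean inhibition of replicates at least 50% and at least half of replicates each reaching 50%; inconclusive = half or more replicates reach 50% but mean below 50%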;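 also: 0% = complete ARNT plus TACC3 wells and 100% = ARNT alone without TACC3; many hits fall short of the cut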
CASP6 VEID inh: blocks human caspase-6 cleavage activity | P55212 | purified caspase-6, Z-VEID-R110 cleavage fluorescence | inhibition, % at 12.5 µM | 0.53% of 350,000 active | AID 686996;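 active = mean inhibition across replicates at least about 35%, with every replicate also reaching that limit, limit read from the data; inconclusive = only one of the two criteria met; inactive = neither criterion met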;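 also: 0% = median of neutral control wells and 100% = no fluorescence left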
Target sequence (P55212 24-179 limits assumed): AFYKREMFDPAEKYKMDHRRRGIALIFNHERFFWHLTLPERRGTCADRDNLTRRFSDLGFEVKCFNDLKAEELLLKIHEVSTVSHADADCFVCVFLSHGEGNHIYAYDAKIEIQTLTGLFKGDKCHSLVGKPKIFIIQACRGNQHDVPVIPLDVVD
Target sequence (P55212 194-293 limits assumed): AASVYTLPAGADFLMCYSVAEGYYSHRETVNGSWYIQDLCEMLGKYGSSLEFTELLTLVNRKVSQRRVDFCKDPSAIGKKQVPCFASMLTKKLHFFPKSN
Numbers without * were called inactive; ? = inconclusive; . = not tested or not shown.

SMILES | LGR2 inh | EWS-Fli block | SIRT5 inh | DENV2 CPE | PAX8 inh HTS | ARNT-TACC3 inh | CASP6 VEID inh
CC(C)CC#Cc1cnc2c(c1)C(=O)N([C@H](C)CO)C[C@H](C)[C@H](CN(C)C(=O)Cc1cccnc1)O2 | -20 | -2 | -3 | 3 | . | -1 | -1
Cc1ccc(NC(=O)CCCC(=O)OC(C)C(=O)c2ccccc2)cc1 (configuration not stated) | -2 | -3 | -3 | -6 | -6 | -2 | -3
Cc1ccc(OCC(=O)N/N=C\c2cccn2C)c([N+](=O)[O-])c1 | -42 | -38 | -6 | 4 | -36 | . | -3
O=C(C[C@@H]1C[C@H]2c3cc(NC(=O)C4CCOCC4)ccc3O[C@H]2[C@H](CO)O1)NCc1ccccc1 | 8 | 7 | 2 | 2 | 4 | -5 | 5
C[C@@H]1CN([C@@H](C)CO)C(=O)Cc2cc(NC(=O)C3CCCCC3)ccc2O[C@@H]1CN(C)Cc1ccc(Cl)c(Cl)c1 | 39 | 13 | 7 | 16 | 5 | . | 3
COc1cc(C(=O)NCC(=O)OCC(=O)Nc2nnc(-c3ccccc3)o2)cc(OC)c1OC | -3 | -1 | -1 | 0 | -6 | . | -1
CCN(c1ccccc1)S(=O)(=O)c1cc(C(=O)OC(C)C(=O)Nc2ccc3c(c2)OCCO3)ccc1C (configuration not stated) | 1 | -11 | 3 | 5 | -7 | 25 | 18
COc1ccc(S(=O)(=O)N(C)C[C@H]2OCCCC[C@H](C)Oc3ccc(NS(=O)(=O)c4c(C)noc4C)cc3C(=O)N([C@@H](C)CO)C[C@H]2C)cc1 | 1 | 10 | 7 | -4 | -1 | 7 | 2
Cc1ccccc1S(=O)(=O)N1CC[C@@H]2[C@H](CO)Nc3ccc(C#Cc4ccccc4)cc3[C@@H]21 | 14 | 8 | 2 | ? | 4 | -3 | 0
O=S1(=O)N=C(N2CCN(Cc3ccc4c(c3)OCO4)CC2)c2ccccc21 | 6 | -2 | -1 | -2 | . | -1 | 2
COc1ccc(/C(=N/OC(C)=O)c2nccc3cc(OC)c(OC)cc23)cc1OC | -15 | 1 | -3 | 7 | -5 | 0 | 7
O=C(CSc1ncnc2c1sc1ccccc12)Nc1ccc(Br)cc1 | -4 | 4 | 0 | -3 | -22 | -1 | -2
COc1ccc2c3c([nH]c2c1)[C@@H](CO)N(Cc1ccc(Cl)cc1)CC31CN(S(C)(=O)=O)C1 | -9 | -1 | 4 | 14 | . | . | -3
CCN(CC)S(=O)(=O)c1ccc2c(c1)c(=O)c(C(=O)NCCc1ccccc1)cn2C | 7 | 15 | -1 | -5 | 23 | -4 | .
COCC(=O)N(C)C[C@H]1Oc2ncc(-c3ccc(C#N)cc3)cc2C(=O)N([C@H](C)CO)C[C@H]1C | 1 | 1 | -1 | 1 | 4 | -11 | -3
CCOC(=O)c1ccc(NS(=O)(=O)c2c(C)[nH]c(C)c2C(=O)N2CCCCC2)cc1 | -2 | -3 | -2 | -1 | 8 | -1 | -1
CC1=C(C(=O)OC(C)C)C(c2cccc([N+](=O)[O-])c2)n2c(cc(=O)[nH]c2=S)N1 (configuration not stated) | 0 | 11 | 1 | ? | 34 | 2 | 9
Cc1ccc(CNC(=O)CCn2c(=O)oc3ccccc32)cc1 | 31 | -3 | 0 | -5 | 5 | -4 | -1
Cc1oc2c(c(C)cc3oc(=O)c(CC(=O)NCC(=O)NCC(=O)NCC(C)O)c(C)c32)c1C (configuration not stated) | 3 | 9 | -6 | 6 | -19 | -5 | -1
CN(C)CCNc1ncnc2c1ncn2[C@H]1CN(Cc2ccc3c(c2)OCO3)C[C@@H](CO)O1 | -2 | 1 | -1 | -3 | -17 | . | -3
CCN(CCNCC(O)COCc1ccc(Cl)cc1)c1cccc(C)c1 (configuration not stated) | 1 | 19 | 3 | 12 | 3 | 13 | 0
CC(=O)NC1(c2cccc(F)c2)CCN(CC(=O)NC2CCCCC2)CC1 | -7 | . | 1 | . | -16 | 4 | 3
O=C(c1cccc(Br)c1)N1CCN(S(=O)(=O)N2CCCCCC2)CC1 | 8 | 6 | -1 | -8 | -1 | -4 | 1
O=C(NCc1ccc(F)cc1)[C@@H]1[C@@H](CO)[C@@H]2Cn3c(cccc3=O)[C@@H]2N1CCC(F)(F)F | -12 | -1 | 7 | 9 | . | 7 | 0
C[C@H](O)C#Cc1cnc2c(c1)C(=O)N([C@@H](C)CO)C[C@@H](C)[C@@H](CN(C)Cc1cccc(C(=O)O)c1)O2 | 12 | -14 | 0 | 1 | . | -4 | 1
CC(=O)c1ccc(-n2c(-c3cc(-c4ccsc4)n[nH]3)n[nH]c2=S)cc1 | -23 | 6 | -13 | -4 | -1 | 5 | -5
Cc1c(NS(C)(=O)=O)cccc1-c1nc2cccnc2s1 | -11 | -40 | -2 | 6 | -39 | -3 | 0
Cc1ccccc1OCC(=O)NNC(=O)CCN1C(=O)c2ccccc2C1=O | -14 | -11 | 0 | 2 | -2 | -4 | 1
CCSCCOC(=O)C1=C(C)NC(=O)NC1c1ccccc1 (configuration not stated) | -15 | 4 | -2 | -2 | 24 | -7 | -1
COC(=O)CC1=NN(c2nc3ccccc3s2)C(=O)/C1=C/N(C)C | 3 | -9 | 0 | 0 | 14 | 1 | 6
CN(Cc1cn(C)c2ccccc12)C(=S)Nc1cc(F)cc(F)c1 | 29 | . | . | . | -6 | 0 | .
O=C(COC(=O)c1nc(Cl)ccc1Cl)Nc1ncc(Cl)cc1Cl | -2 | 0 | 1 | 4 | 0 | -4 | -1
Cc1cc(NC(=S)N(Cc2ccc(Br)cc2)Cc2ccc(C(=O)O)cc2)ccc1Cl | . | -6 | 6 | 0 | 10 | -5 | 18
Cc1cccn2c(=O)c3cc(C(=O)N4CCCCC4)sc3nc12 | 2 | . | -5 | -6 | 27 | -5 | 1
O=C(O)c1cc([N+](=O)[O-])c(NCc2cccnc2)c([N+](=O)[O-])c1 | -22 | 4 | 3 | ? | 12 | -9 | 5
COC(=O)c1cc(C)cc(=O)o1 | 1 | 12 | 2 | -2 | 7 | . | 0
CCCC#Cc1ccc2c(c1)O[C@H](CN(C)Cc1cccnc1)[C@@H](C)CN([C@@H](C)CO)S2(=O)=O | -5 | 37 | 5 | 25* | 40 | 36 | -1
O=C(c1ccc2c(=O)n(Cc3ccc(Cl)cc3)c(=S)[nH]c2c1)N1CCOCC1 | 12 | . | -6 | -2 | 9 | -1 | 2
CCn1cc(CN2CCC(n3nccc3NC(=O)C3CCCC3)CC2)c(C)n1 | -1 | . | -4 | -6 | -5 | 1 | -16
O=C(Nc1ccccc1)c1nn(-c2cccc(C(F)(F)F)c2)ccc1=O | -14 | -14 | 0 | 2 | 1 | -2 | .
COc1ccc(C)cc1NC(=O)CCS(=O)(=O)c1cc2c(cc1Cl)NC(=O)CO2 | -12 | . | -4 | -1 | 2 | -2 | -1
CC1(C(=O)NS(=O)(=O)c2ccccc2Cl)CCN1C(=O)CC1CCCCC1 (configuration not stated) | 8 | 3 | . | 7 | -3 | . | 2
Cc1cc(NC(=O)c2ccccc2C)ccc1NC(=O)c1ccccc1Cl | 3 | -16 | 0 | 9 | -14 | -7 | 19
CCNC(=O)C[C@H]1CC[C@H]2[C@@H](COc3ccc(NS(=O)(=O)c4ccccc4C)cc3C(=O)N2C)O1 | 7 | -4 | 18* | 18 | 10 | -10 | 1
NNC(=O)c1cccn(Cc2cccc(C(F)(F)F)c2)c1=O | 3 | -1 | -2 | 2 | 6 | 19 | -3
CC(C)C(C(=O)N1CCN(Cc2ccccc2)CC1)c1ccccc1 (configuration not stated) | 6 | 10 | 3 | ? | -19 | 4 | -1
O=C(CSc1nnc(CNC(=O)c2ccco2)o1)Nc1ccc(Br)cc1 | 12 | . | -2 | -6 | 29 | 3 | 6
C[C@@H]1CCCCO[C@@H](CN(C)S(C)(=O)=O)[C@H](C)CN([C@@H](C)CO)C(=O)c2cc(NC(=O)Nc3ccc4c(c3)OCO4)ccc2O1 | 1 | -12 | -3 | 12 | . | 1 | 1
Cc1nn(C)c(Cl)c1CN1CCCC(C(=O)Nc2ccc(-c3cscn3)cc2)C1 (configuration not stated) | 8 | -1 | -3 | . | -6 | 6 | -6
C[C@H](CO)N1C[C@H](C)[C@@H](CN(C)Cc2ccccc2)OCCCC[C@H](C)Oc2ccc(NC(=O)Nc3cccc4ccccc34)cc2C1=O | -1 | 11 | -4 | -19 | -2 | -2 | -3
CCOc1ncccc1C(=O)OCC(=O)Nc1cc(S(=O)(=O)N(CC)CC)ccc1C | 7 | 2 | . | 2 | 6 | 4 | -1
Clc1ccc(CSc2cnnc3ccccc23)cc1Cl | -27 | -15 | . | -3 | 9 | -2 | -1
O=C1C=C(c2ccc3c(c2)OCO3)C[C@@H](c2ccc(F)cc2)C1 | -10 | -13 | . | -12 | 2 | 27 | -2
CCC(=O)N1CCCC(C(=O)Nc2nc3ccccc3n2C)CC1 (configuration not stated) | 6 | 4 | . | ? | -23 | . | 0
Cc1cc(C(=O)N(CCC#N)Cc2cccs2)no1 | -12 | 1 | . | 5 | -3 | -6 | 0
CCN1C(=O)[C@H]2[C@@H](c3ccc(-c4ccc(Cl)c(Cl)c4)cc3)N3CCCC[C@@]3(C(=O)OC)[C@H]2C1=O | 25 | 12 | -3 | 7 | -2 | -3 | -1
CC(=O)c1cccc(NC(=O)N2CCOCC2)c1 | 2 | 1 | -1 | -5 | 4 | -5 | -3
CCOc1c(C)cc(S(=O)(=O)NCc2ccccn2)c(C)c1C | 8 | 11 | 4 | 0 | 13 | -2 | -4
C[C@H](CO)N1C[C@H](C)[C@@H](CN(C)Cc2ccc(C(=O)O)cc2)Oc2ccc(NS(=O)(=O)c3cn(C)cn3)cc2CC1=O | 8 | -9 | -4 | 6 | 3 | -21 | 0
Cc1noc(C)c1S(=O)(=O)Nc1ccc2c(c1)C(=O)N([C@H](C)CO)C[C@H](C)[C@@H](CN(C)S(=O)(=O)c1cccs1)O2 | 7 | 8 | -6 | 8 | -19 | . | 0

Nothing new here: an excerpt of the list.
SMILES | LGR2 inh | EWS-Fli block | SIRT5 inh | DENV2 CPE | PAX8 inh HTS | ARNT-TACC3 inh | CASP6 VEID inh
CC(C)C(C(=O)N1CCN(Cc2ccccc2)CC1)c1ccccc1 (configuration not stated) | 6 | 10 | 3 | ? | -19 | 4 | -1
O=C(CSc1nnc(CNC(=O)c2ccco2)o1)Nc1ccc(Br)cc1 | 12 | . | -2 | -6 | 29 | 3 | 6

Remaining list, next part
SMILES | LGR2 inh | EWS-Fli block | SIRT5 inh | DENV2 CPE | PAX8 inh HTS | ARNT-TACC3 inh | CASP6 VEID inh
CCOC(=O)Cn1cnc2scc(-c3ccc(C)cc3)c2c1=O | -13 | 9 | 4 | -4 | -24 | 0 | 2
CN1C[C@@H]2[C@H](c3ccccc31)[C@@H](CO)N2C(=O)Nc1ccccc1 | -6 | 5 | . | . | -3 | -11 | .
Cc1nc2ccccn2c1-c1csc(Nc2cccc(C(=O)O)c2)n1 | 6 | 8 | -1 | 1 | -2 | 21 | 1
COc1ccc2c(c1)NC(c1ccc(N(C)C)cc1)c1cccn1-2 (configuration not stated) | . | 16 | -2 | -11 | 48 | -6 | 2
NC(=O)c1ncn([C@@H]2O[C@H](C(=O)N[C@H](Cc3c[nH]c4ccccc34)C(=O)NCC(=O)N3CCCCC3)[C@@H](O)[C@H]2O)n1 | 0 | 3 | 0 | -7 | 0 | . | 0
O=C(Cc1ncc(C(F)(F)F)cc1Cl)NCCc1ccccn1 | 11 | 3 | -3 | -1 | -3 | -4 | -3
COc1ccc(S(=O)(=O)Nc2ccc3c(c2)C(=O)N([C@H](C)CO)C[C@@H](C)[C@H](CN(C)S(=O)(=O)c2ccc(C)cc2)OCCCC[C@@H](C)O3)cc1 | -28 | 9 | 13 | -1 | 67* | 27 | -4
COc1ccc(C(O)c2nc(-c3ccc(N(C)C)cc3)cs2)cc1 (configuration not stated) | -83 | -39 | -3 | 6 | -48 | . | 1
O=C(NCc1ccc(F)cc1)c1ccc(S(=O)(=O)N2CCCC2)cc1 | 8 | 10 | -4 | 10 | -4 | . | 1
CCOC(=O)c1cc(C(=O)OCC)c(=O)[nH]c1N1CCCCC1 | 17 | 11 | 3 | 8 | -51 | 1 | 0

From PubChem
